# Shiga inhibitor = A qHTS for Small Molecule Inhibitors of Shiga Toxin; Vero cells, Shiga toxin protein synthesis inhibition reporter; inhibition, % at 38.7 µM; actives 9.2% (n = 290,000); AID 2315, 2010; in the data active = inhibition mostly above about 28%, no sharp cut-off; inactive = mostly below about 43%; also: 0% is about no effect
# Giardia FBPA inh = qHTS Assay for Inhibitors of Fructose-1,6-bisphosphate Aldolase from Giardia Lamblia. A8B2U2. AID 2451, 2010. purified Giardia FBPA. actives 0.71% (n = 290,000). Potency, µM (highest dose often 59.6 µM), for the others: top-dose activity, negative = inhibition, hits mostly inhibitors; also: potency is read from the fitted curve at half-maximal effect; % is scaled to controls: 0 for no effect and ±100 for the full control effect; nearly all actives have a fitted effect of over 55% in size
# Target sequence (A8B2U2 whole entry, looked up): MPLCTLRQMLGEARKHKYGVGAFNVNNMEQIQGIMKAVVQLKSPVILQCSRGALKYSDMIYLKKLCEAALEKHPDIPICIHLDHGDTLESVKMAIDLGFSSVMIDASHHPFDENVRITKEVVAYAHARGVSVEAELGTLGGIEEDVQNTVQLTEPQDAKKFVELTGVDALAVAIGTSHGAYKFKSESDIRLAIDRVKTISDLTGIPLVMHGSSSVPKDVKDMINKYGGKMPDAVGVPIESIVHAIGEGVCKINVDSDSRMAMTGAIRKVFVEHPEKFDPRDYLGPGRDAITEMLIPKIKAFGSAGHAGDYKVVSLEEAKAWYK
#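 Giardia FBPA (40 nM reagent) was preincubated 10 min at RT with compound (up to 57.5 uM final), then substrate plus GAPDH/TPI/NAD/arsenate coupling system with diaphorase/resazurin was added; resorufin fluorescence (525/598 nm) was read after 20 min.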
# HCV inh = qHTS Assay for Inhibitors of Hepatitis C Virus (HCV); AID 651820, 2012; Potency, µM (doses to about 41.8 µM), for inactives: at the highest dose activity change, negative = inhibition, usual class: inhibitors; actives 3.4% (n = 340,000); Huh7.5.1 HCVcc-Cre infection, luciferase reporter, 44 h; also: potency is read from the fitted curve at half-maximal effect; % is scaled to controls: 0 for no effect and ±100 for the full control effect
#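 HCVcc-Cre virus at an moi near 0.5 was added right after compound to cells cultured 4 h from seeding (1,000 cells/well). Luciferase activity was determined 44 h later, 15 min after substrate addition at RT.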
# Pf growth 48h = Primary qHTS for delayed death inhibitors of the malarial parasite plastid, 48 hour incubation. P. falciparum luciferase growth in erythrocytes, 48 h. Potency, µM (doses to about 28.7 µM), without a hit: at the top dose activity change, negative = inhibition, hits mostly inhibitors. AID 504832, 2011. actives 5.9% (n = 310,000); also: potency is read from the fitted curve at half-maximal effect; % is scaled to controls: 0 for no effect and ±100 for the full control effect
#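 Read-out is firefly luciferase luminescence from an integrated reporter in P. falciparum, so falling signal marks reduced parasite growth. Infected erythrocytes were at 2% hematocrit and 0.1% parasitemia (final) in Albumax-supplemented RPMI 1640.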
# CHX counter = Cycloheximide Counterscreen for Small Molecule Inhibitors of Shiga Toxin. actives 12% (n = 300,000). cell reporter, cycloheximide protein synthesis inhibition counterscreen. max response, %; in the data active = max response mostly above about 13%, no sharp cut-off; inactive = mostly below about 14%; also: read at 38.3 µM for the half of the compounds with a filed dose; 0% is about no effect
# Pf growth 96h = Primary qHTS for delayed death inhibitors of the malarial parasite plastid, 96 hour incubation; P. falciparum luciferase reporter growth, 96 h; Potency, µM (doses to about 28.7 µM), for inactives: at the highest dose activity change, negative = inhibition, usual class: inhibitors; actives 6.9% (n = 320,000); also: potency is read from the fitted curve at half-maximal effect; % is scaled to controls: 0 for no effect and ±100 for the full control effect
#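 Two-generation exposure (96 h) targets delayed-death phenotype. Reporter parasites carrying integrated firefly luciferase, in red cells at 2% hematocrit and 0.05% parasitemia final, kept at 37 C, 5% CO2; luminescence loss indicates inhibition.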
# Active calls of the source: *; i = inactive; ? = inconclusive; / = no result given; & = joins results of further samples; [ ] = remark or other dose. Unless noted, calls follow the shape of the dose curve; as a rule, active = well fitted curve in the direction sought with a large enough effect; inconclusive = small, poorly fitted or top-dose-only effect, or another doubt; inactive = no such curve, though single readings can be large; an effect the other way counts as inactive or inconclusive.
SMILES,Shiga inhibitor,Giardia FBPA inh,HCV inh,Pf growth 48h,CHX counter,Pf growth 96h
Cc1cc2c(c(SCC(=O)NCc3ccccc3Cl)n1)C(=O)OC2,-6,2%,-7%,17%,-2,21%
Nc1ccc2oc3ncccc3c(=O)c2c1,17,-5%,-6%,52%[activator],16,-11%
CCCCCc1cc(=O)[nH]c(=S)[nH]1,16,?,-14%,-10%,-4,0%
Cc1ccc(-c2nc(C3CCCN(S(=O)(=O)c4ccc(C)cc4)C3)no2)cc1 (stereo unspecified),-12,-3%,?,/,-4,?
COc1ccc(C(CNS(=O)(=O)c2ccccc2)N2CCN(C)CC2)cc1 (stereo unspecified),/,/,6%,?,/,2%
CCOC(=O)c1cc(CC)sc1NC(=O)c1ccc(N2C(=O)CCC2=O)cc1,-4,1%,?,?,-3,?
COc1ccc(/C=N/Nc2nnc(C)n2N)cc1OC,-5,22µM*,22%,?,11,-4%
C=C(C(=O)Nc1ccccc1)c1ccc(C)cc1,/,/,-6%,?,/,47%[activator]
COc1cc2c(cc1OC)CN(C(=O)Nc1ccccc1)CC2,-7,-3%,-1%,-21%,5,-3%
CC(=O)c1cccc(OCC(O)CNCC2COc3ccccc3O2)c1 (stereo unspecified),5,?,1%,-1%,2,67%[activator]
Cn1c(=O)cc(OCCCC(=O)NCCC2=CCCCC2)c2ccccc21,10,-7%,7%,?,-1,?
CCCN(CC1CC1)C(=O)CSc1nnc(-c2ccco2)n1N,-1,2%,/,18%,1,19%
O=C(Nc1cccc(Cl)c1)c1ccc(NC2=NC3CS(=O)(=O)CC3S2)cc1 (stereo unspecified),0,-5%,13%,25%,1,?
COC(=O)c1ccc(N2CCN(C)CC2)c(NC(=O)c2cc3ccccc3o2)c1,-16,2%,?,19%,-8,45%[activator]
O=C1C2C3C=CC(C2C(=O)N1C1CCCCC1)C1C2C(=O)N(C4CCCCC4)C(=O)C2C31 (stereo unspecified),-13,-4%,11%,19%,-3,?
Cc1ccnc(NC2c3ccccc3C(=O)N2Cc2ccccc2Cl)c1 (stereo unspecified),-12,-1%,5%,4%,-2,17%
COc1cccc(CNc2ccc(F)c([N+](=O)[O-])c2)c1O,47*,-5%,-29%,9%,30*,20%
Cc1nc2cncc(Br)c2n1C,-18,0%,-5%,2%,-2,/
Cc1ccc(S(=O)(=O)Nc2nc3c(s2)C(=O)CC(C)(C)C3)cc1,-15,14%,23%,9%,9,?
Cc1cc(OCC(=O)O/N=C(\N)c2ccccc2)cc(C)c1Cl,9,0%,-20%,?,5,51%[activator]
O=[N+]([O-])c1cc(CN2CCC(O)CC2)ccc1Cl,-6,?,9%,-12%,3,15%
Cn1nc(C(=O)Nc2nc3ccccc3[nH]2)ccc1=O,84*,-15%,11%,194%[activator],46*,0%
CCCn1c(=N)n(CC(=O)C(C)(C)C)c2ccccc21,-30,3%,?,?,-5,?
CC1CC(=O)N(CC(=O)Nc2ccccc2F)c2ccccc2S1(=O)=O (stereo unspecified),-1,-10%,15%,13%,-4,3%
COc1ccc(Cl)cc1N(CC(=O)Nc1ccccc1SC)S(C)(=O)=O,-7,3%,11%,-13%,-1,3%

# Limited to Giardia FBPA inh (two entries from above):
mol | Giardia FBPA inh
Cn1c(=O)cc(OCCCC(=O)NCCC2=CCCCC2)c2ccccc21 | -7%
COC(=O)c1ccc(N2CCN(C)CC2)c(NC(=O)c2cc3ccccc3o2)c1 | 2%

# Later entries.
SMILES,Shiga inhibitor,Giardia FBPA inh,HCV inh,Pf growth 48h,CHX counter,Pf growth 96h
O=C(Nc1ccc2c(c1)OCCO2)c1cccs1,47*,-4%,2%,97%[activator],55*,2.6µM*
CC(C)c1nc2c(c(=O)c3ccccc3n2C)c(=O)n1CCc1ccccc1,-10,-2%,-59%,?,-2,4.7µM*
CCC(C)[C@H](NC(=O)Nc1ccc(Oc2ccccc2)cc1)C(=O)O (stereo partly specified),-12,9%,15%,32%[activator],-3,50%[activator]
O=C(Nn1cnc2ccccc2c1=O)c1ccccc1Cl,29,5%,3%,47%[activator],17*,3%
O=C(Cc1cc(=O)[nH][nH]1)N/N=C/c1ccccc1[N+](=O)[O-],14,4%,24%&0%,-21%,-4,45%[activator]
COc1ccc(C(=O)NN2C(=O)C3C4C=CC(O4)C3C2=O)cc1 (stereo unspecified),24,5%,10%,0%,1,38%[activator]
Cc1nn(Cc2ccc(C(=O)Nc3ccccc3F)cc2)c(C)c1Cl,43,-11%,-11%,?,17,?
O=C(CCS(=O)(=O)c1ccc(Br)cc1)N1CCN(c2ccc(F)cc2)CC1,17,-2%,1%,16%,6,61%[activator]
CC(=O)Oc1ccc(-c2nc(-c3cccnc3)no2)cc1,41*,1%,17%,121%[activator],39*,30%
Cc1csc2ncc(C(=O)Nc3ccc4c(c3)OCCO4)c(=O)n12,117*,21%,15%,0%,59*,10%
Fc1cc(Br)cc(F)c1NC(=S)N1CCOCC1,-6,-15%,?,/,-2,20%
CCS(=O)(=O)N1CCC(C(=O)NCc2ccco2)CC1,-13,2%,19%,1%,-3,-153%
Cc1ccc2[nH]c(CNC(=O)c3ccc(F)cc3)cc2c1,20,-3%,-1%,-6%,30,-12%
COc1cccc(Cn2nnc(C(=O)NCCc3ccc(Cl)cc3)c2N)c1,-5,-3%,-28%,/,-3,-16%
CCOc1ccccc1-c1nc(CN2CCC(C(=O)N3CCOCC3)CC2)c(C)o1,-8,/,/,?,6,12µM*
O=S(=O)(NCCN1CCOCC1)c1ccc(Cl)s1,-19,6%,9%,12%,-2,27%
COc1cccc2cc(-c3cc(=O)oc4cc(C)c(OCC(C)=O)cc34)oc12,-5,7%,?,19%,-2,-6%
O=C(N/N=C/C=C\c1cccc([N+](=O)[O-])c1)c1ccccn1,-7,6%,-5%,33%[activator],7,?
Cc1ccccc1C1CC(=O)Oc2cc(C)c(Cl)c(C)c21 (stereo unspecified),i,6%[89.2 µM],/,/,-1,/
Cc1ccc(NCc2nnc(SCC(=O)N3c4ccccc4Sc4ccccc43)o2)c(C)c1,-11,-8%,?,-26%,2,23%
Clc1ccc(-n2cc(COCc3ccccc3)nn2)cc1,57*,1%,-2%,/,24,312%[activator]
O=C(Nc1ccc(OCc2ccccc2Cl)cc1)c1cccnc1,-12,-1%,?,?,-5,?
CCN(CC)CCn1c(NCc2cccc(OC)c2)nc2ccccc21,26,-23%,8%,/,6,?
O=C(C1=C(O)C(=O)N(CCN2CCOCC2)C1c1cccc(F)c1)c1cc2ccccc2o1 (stereo unspecified),10,/,16%,-21%,2,?
CCC(C(=O)OC)(C(=O)OC)c1ccc([N+](=O)[O-])cc1,-6,0%,-6%,-28%,0,0%

# Compound profiles, from the list above. Values in the order: Shiga inhibitor	Giardia FBPA inh	HCV inh	Pf growth 48h	CHX counter	Pf growth 96h
# Cc1ccccc1C1CC(=O)Oc2cc(C)c(Cl)c(C)c21 (stereo unspecified) in the list: i	6%[89.2 µM]	/	/	-1	/
# CCC(C)[C@H](NC(=O)Nc1ccc(Oc2ccccc2)cc1)C(=O)O (stereo partly specified) in the list: -12	9%	15%	32%[activator]	-3	50%[activator]
# O=C(Nc1ccc(OCc2ccccc2Cl)cc1)c1cccnc1 in the list: -12	-1%	?	?	-5	?
# CC(C)c1nc2c(c(=O)c3ccccc3n2C)c(=O)n1CCc1ccccc1 in the list: -10	-2%	-59%	?	-2	4.7µM*
# Clc1ccc(-n2cc(COCc3ccccc3)nn2)cc1 in the list: 57*	1%	-2%	/	24	312%[activator]

# The listing picks up, starting 3 compounds before the break.
SMILES,Shiga inhibitor,Giardia FBPA inh,HCV inh,Pf growth 48h,CHX counter,Pf growth 96h
CCN(CC)CCn1c(NCc2cccc(OC)c2)nc2ccccc21,26,-23%,8%,/,6,?
O=C(C1=C(O)C(=O)N(CCN2CCOCC2)C1c1cccc(F)c1)c1cc2ccccc2o1 (stereo unspecified),10,/,16%,-21%,2,?
CCC(C(=O)OC)(C(=O)OC)c1ccc([N+](=O)[O-])cc1,-6,0%,-6%,-28%,0,0%
Cc1nnc(SCC(=O)Nc2ncc(S(=O)(=O)c3ccc([N+](=O)[O-])cc3)s2)s1,-20,-1%,-2%,14%,-1,32%[activator]
CC12CCC(O)CC1=CCC1C2CCC2(C)C1CCC21CCC(=O)O1 (stereo unspecified),-15,11%,1%,-3%,-2,?
COc1ccc(CNC(=O)CN(Cc2cccs2)C(=O)CCC(=O)Nc2ccccn2)cc1,17,1%,-6%,4%,-4,?
Cc1cc(SCC(=O)N2CCC(c3noc4ccc(F)cc34)CC2)nc2ccccc12,14,-3%,?,-9%,-3,-5%
COCCNc1oc(/C=C/c2ccccc2)nc1C#N,113*,-5%,2%,123%[activator],56*,150%[activator]
Clc1ccc(-c2nnc(SCc3cn4ccsc4n3)n2CC2CCCO2)cc1 (stereo unspecified),-20,4%,11%,-3%,-2,?
COc1ccc(-c2noc(CCCC(=O)O)n2)cc1,-18,7%,6%,?,-2,/
Cc1cccc(NS(=O)(=O)c2nnc(NC(=O)c3ccccc3F)s2)c1,-4,-1%,4%,46%[activator],-3,9%
N#CCc1ccc(Oc2ncc(C(F)(F)F)cc2Cl)cc1,-21,1%,16%,0%,-1,17%
Cc1ccc(-c2n[nH]c(=S)n2/N=C/c2ccc(C(=O)O)cc2)cc1,-5,?,21%,/,-3,0%
O=C(CCCCCNC(=O)N1CCn2c1nc1ccccc12)NCCc1ccccc1,-3,6%,-20%,?,-1,7.4µM*
Cc1ccc(Nc2ccc(C(=O)NC3CCCCC3)cn2)cc1,6,0%,-20%,?,13,?
COc1cnn(-c2cc(Oc3ccc(C)cc3)ncn2)c(=O)c1Cl,-6,4%,11%,/,-1,-3%
CN(CC(=O)O)S(=O)(=O)c1cccs1,22,?,-8%,0%,3,9%
CCOc1ccc(N2C(=O)CN(c3cccc4ccccc34)C2=S)cc1,-24,4%,0%,?,-3,8%
O=C(CC1CCCCC1)N1CCN(c2ccccn2)CC1,10,12%,3%,24%,15,-23%
O=C(NCCCCc1ccccc1)Nc1ccc(F)cc1,31*,5%,?,?,11,?
CCOC(=O)Cn1cc(C(=O)C2CC2)c2ccccc21,31,5%,-2%,?,-3,/
Cc1cccc(OCCC(=O)OCc2csc(CC(=O)Nc3ccccc3C)n2)c1,/,/,-5%,-15%,/,-1%
Cc1nc2ccccc2nc1OCC(=O)NCC(F)(F)F,-13,3%,12%,-23%,-3,-12%
Cc1ccc(-c2nc(-c3ccncc3)no2)cc1Cl,61*,21%,24%,36%[activator],28*,0%
COc1ccc(C(=O)C2CCN(C(=O)c3ccco3)CC2)cc1,23,3%,/,36%[activator],27,50%[activator]

# Compound activity from PubChem BioAssay.
